Screening results as filed in PubChem BioAssay.
Hsp90 Hop PPI – qHTS Assay for Disrupters of an Hsp90 Co-Chaperone Interaction | Hsp90 C-terminal peptide / TPR2A (Hop) interaction, human | Potency, µM (highest dose often 57 µM), inactives show at the top dose activity change, negative = inhibition | AlphaScreen TPR2A-His6 binding biotin-Hsp90 C-terminal peptide | 0.44% of 71,000 active; active means well fitted curve in either direction with a large enough effect; inconclusive means small, poorly fitted or top-dose-only effect, or another doubt; further: potency means the concentration at half of the fitted maximal effect; on the % scale 0 is the no-effect control and ±100 the full control effect; many of its hits are not listed in these tables
HBB splice mod – qHTS Assay for Modulators of Hemoglobin Beta Chain Splicing; HBB splicing reporter cell assay, activation; EGFP reporter with mutant IVS2-654 intron; response scale: normalised to 500 nM splice-correcting PNA; Potency, µM (doses to about 46.1 µM), inactives show at the highest dose activation, hits mostly activators; 0.06% of 65,000 active; AID 925, 2007; further: potency means the concentration at half of the fitted maximal effect; 0% is about no effect
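Compounds were applied for 2 days to HeLa EGFP-654 cells, 500/well in Optimem with 2% FCS. The reporter's EGFP is disrupted by mis-splicing of beta-globin intron IVS2-654. Readout: summed well GFP fluorescence from 488 nm laser scanning; reference was 500 nM antisense […] 654 PNA.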
Pol III holo inh – qHTS Assay for Inhibitors of DNA Polymerase III Holoenzyme System; reconstituted DNA polymerase III holoenzyme replication, biochemical; Potency, µM (series often up to 57.1 µM), for the others: top-dose activity change, negative = inhibition; 0.25% of 71,000 active; AID 603, 2007; further: potency means the concentration at half of the fitted maximal effect; on the % scale 0 is the no-effect control and ±100 the full control effect
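Reconstituted *E. coli* holoenzyme (0.35 nM Pol III, 1 nM beta, 154 nM SSB, 2 nM primase) was preincubated with compound for 15 min at RT. Synthesis on 1.4 nM ssM13Gori ran 35 min, then was stopped with PicoGreen/EDTA and read as dsDNA fluorescence.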
CRE-bla Fsk – Cell signaling CRE-BLA (Fsk stim) | CHO CRE-bla reporter (cAMP response element driving beta-lactamase), forskolin EC10, beta-lactamase ratio | Potency, µM (titrated, usually from 38.2 µM), for the others: at the top dose activity change, negative = inhibition, actives largely listed as activators | 2.5% of 71,000 active | AID 662, 2007; active means well fitted activation curve with a large enough effect in the signal ratio, with a control signal flat, not every such curve was filed as active; inconclusive means small, poorly fitted or top-dose-only effect, or effect the other way, or a change in a side signal; the % refers to the signal ratio; further: potency means the concentration at half of the fitted maximal effect; % of control where 0% means no effect
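qHTS titration format; CRE-bla CHO reporter; stimulus EC10 NKH 477, a water-soluble forskolin. Read: CCF4 460/530 nm ratio. Potency expressed as AC50 for activators or inhibitors.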
BRCT PPI green – qHTS Assay for Inhibitors of BRCT-Phosphoprotein Interaction (Green Fluorophore); 0.05% of 75,000 active; BRCA1 BRCT-phosphopeptide binding, green fluorescence polarization; Breast cancer type 1 susceptibility protein (Homo sapiens), P38398; Potency, µM (titrated, usually from 76.9 µM), for inactives: at the top dose activity change, negative = inhibition, most hits filed as inhibitors;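 further: potency means the concentration at half of the fitted maximal effect; plate controls were peptide without protein for full effect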
Target sequence (P38398 whole entry, looked up): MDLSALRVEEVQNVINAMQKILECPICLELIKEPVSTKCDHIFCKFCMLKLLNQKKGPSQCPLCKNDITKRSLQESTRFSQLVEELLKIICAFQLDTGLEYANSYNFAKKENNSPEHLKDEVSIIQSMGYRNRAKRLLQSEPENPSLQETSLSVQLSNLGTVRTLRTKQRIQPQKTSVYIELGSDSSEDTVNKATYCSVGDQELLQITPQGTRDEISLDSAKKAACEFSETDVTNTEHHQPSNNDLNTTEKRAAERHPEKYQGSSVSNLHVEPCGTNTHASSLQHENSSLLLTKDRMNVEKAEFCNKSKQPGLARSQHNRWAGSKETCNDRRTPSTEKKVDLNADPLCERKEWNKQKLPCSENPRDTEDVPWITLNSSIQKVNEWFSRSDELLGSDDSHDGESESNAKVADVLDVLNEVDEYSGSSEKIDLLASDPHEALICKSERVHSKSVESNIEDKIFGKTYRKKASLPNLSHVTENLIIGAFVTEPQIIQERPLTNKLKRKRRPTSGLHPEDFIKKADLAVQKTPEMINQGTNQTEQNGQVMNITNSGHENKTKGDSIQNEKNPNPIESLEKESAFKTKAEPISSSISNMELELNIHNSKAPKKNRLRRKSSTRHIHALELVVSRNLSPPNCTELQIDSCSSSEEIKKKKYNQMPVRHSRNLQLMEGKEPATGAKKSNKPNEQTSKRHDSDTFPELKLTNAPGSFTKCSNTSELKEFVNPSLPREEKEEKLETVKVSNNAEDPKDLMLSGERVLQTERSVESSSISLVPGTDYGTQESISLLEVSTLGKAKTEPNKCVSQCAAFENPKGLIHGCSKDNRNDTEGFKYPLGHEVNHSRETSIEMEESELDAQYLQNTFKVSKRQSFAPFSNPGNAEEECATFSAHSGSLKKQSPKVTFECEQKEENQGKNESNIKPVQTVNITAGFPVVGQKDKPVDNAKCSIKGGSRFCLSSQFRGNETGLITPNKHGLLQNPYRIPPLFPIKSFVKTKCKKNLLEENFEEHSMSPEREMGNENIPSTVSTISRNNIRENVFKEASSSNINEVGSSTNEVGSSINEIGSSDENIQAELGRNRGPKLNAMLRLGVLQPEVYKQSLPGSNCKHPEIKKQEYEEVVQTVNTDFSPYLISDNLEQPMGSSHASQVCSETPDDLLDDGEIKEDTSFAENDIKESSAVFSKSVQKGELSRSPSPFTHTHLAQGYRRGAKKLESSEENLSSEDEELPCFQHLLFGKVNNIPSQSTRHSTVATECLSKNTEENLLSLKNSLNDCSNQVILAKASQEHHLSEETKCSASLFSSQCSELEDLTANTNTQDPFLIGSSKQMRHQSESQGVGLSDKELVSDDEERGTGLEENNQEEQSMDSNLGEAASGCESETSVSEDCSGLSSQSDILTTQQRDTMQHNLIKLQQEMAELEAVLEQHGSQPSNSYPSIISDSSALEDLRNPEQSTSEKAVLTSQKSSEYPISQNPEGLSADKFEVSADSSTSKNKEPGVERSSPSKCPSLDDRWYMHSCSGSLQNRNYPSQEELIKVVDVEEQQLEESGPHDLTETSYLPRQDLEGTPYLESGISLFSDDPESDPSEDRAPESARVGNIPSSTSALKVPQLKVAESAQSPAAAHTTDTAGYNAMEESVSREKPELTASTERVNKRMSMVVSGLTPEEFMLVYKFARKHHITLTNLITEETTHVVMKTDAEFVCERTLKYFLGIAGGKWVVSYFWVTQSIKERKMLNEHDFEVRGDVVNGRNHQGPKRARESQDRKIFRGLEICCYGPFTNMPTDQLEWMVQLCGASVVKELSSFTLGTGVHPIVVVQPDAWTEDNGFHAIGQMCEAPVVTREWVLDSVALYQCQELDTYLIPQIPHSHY
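Compounds were incubated for 12 min at room temperature with a complex of 100 nM fluorescein-tagged pBACH1 decapeptide and 250 nM His-tagged BRCT protein. Buffer was phosphate pH 7.3 with EDTA, DTT and Tween 20. Disruption of binding lowers the polarization signal.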
4-MU autofl – qHTS Assay for Spectroscopic Profiling in 4-MU Spectral Region. AID 589, 2007. 11% of 59,000 active. max dye-equivalent concentration, M. compound autofluorescence, 340/450 nm, 4-MU equivalents; stronger effect = higher value; in the data active means max dye-equivalent concentration above about 10 nM; inconclusive means mostly about 1.1 nM to 9.6 nM
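Intrinsic fluorescence at 340/450 nm (ex/em) was read after 15 min at room temperature in pH 8.0, 100 mM Tris. Each compound concentration expressed as 4-MU-equivalent concentration from a six-point 4-MU standard series on each plate.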
BRCT inh red – qHTS Assay for Inhibitors of BRCT-Phosphoprotein Interaction (Red Fluorophore). Breast cancer type 1 susceptibility protein (Homo sapiens), P38398. BRCT-phosphopeptide binding, red fluorescence polarization. Potency, µM (doses to about 76.9 µM), without a hit: top-dose activity change, negative = inhibition, most hits filed as inhibitors. 0.03% of 75,000 active. AID 892, 2007; further: on the % scale 0 is the no-effect control and ±100 the full control effect
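Fluorescence polarization: 100 nM His-tagged BRCA1 BRCT with 100 nM TAMRA-labelled phospho-BACH1 decapeptide, phosphate buffer pH 7.3 with 150 mM NaCl, DTT, 0.01% Tween 20; 12 min RT. Binding inhibition seen as FP decrease.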
Epigenetic mod – qHTS Assay for Epigenetic Modulators. mouse C127i GFP locus derepression, cytometry, 30 h. Potency, µM (titrated, usually from 46.1 µM), inactives show at the top dose GFP derepression (activation). 0.09% of 68,000 active. AID 597, 2007; further: % of control where 0% means no effect
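Murine C127i mammary cells carrying a silenced, stably integrated CMV-driven GFP reporter were treated with compound for 30 hours at 37 C. After PBS washes, GFP-positive cells were counted by laser-scanning microplate cytometry.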
A350 fluor – qHTS Assay for Spectroscopic Profiling in A350 Spectral Region; Compound autofluorescence, 340/450 nm, Alexa 350 dye-equivalents; stronger effect = higher value; max dye-equivalent concentration, M; 11% of 59,000 active; AID 590, 2007; in the data active means max dye-equivalent concentration above about 10 nM; inconclusive means mostly about 1.1 nM to 9.6 nM
UbGFP stabilizer – Ubiquitin-GFP Assay. Ubiquitin-GFP reporter cells, proteasome inhibition, GFP fluorescence; response scale: untreated = 0%, 10 µM MG-132 = 100%. Potency, µM (titrated, usually from 45.9 µM), without a hit: top-dose activation (GFP accumulation), hits mostly activators. 67,000 tested, under 10 active. AID 526, 2006; active means well fitted activation curve with a large enough effect, not every such curve was filed as active; inconclusive means small, poorly fitted or top-dose-only effect, or another doubt; inactive means no such curve, though single readings can be large or run the other way; further: potency means the concentration at half of the fitted maximal effect
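GFP accumulation read-out: laser plate cytometry counting ubiquitin(G76V)-GFP-expressing U2OS cells after 4 hr compound exposure at 37 °C. Titrations spanned 46 uM to 2.9 nM; 0% = basal, 100% = 10 uM MG-132; concentration-response curves fitted.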
15-hLO inh – qHTS Assay for Inhibitors of 15-hLO (15-human lipoxygenase); Polyunsaturated fatty acid lipoxygenase ALOX15 (Homo sapiens), P16050; purified 15hLO-1, xylenol orange hydroperoxide absorbance; Potency, µM (highest dose often 57.1 µM), for the others: top-dose activity change, negative = inhibition, usual class: inhibitors; 1.4% of 74,000 active; AID 887, 2007; further: potency means the concentration at half of the fitted maximal effect; on the % scale 0 is the no-effect control and ±100 the full control effect; nearly all actives have a fitted effect of over 55% in size
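Compounds were preincubated 15 min at room temperature with 40 nM purified human enzyme (25 mM Hepes pH 7.5, 0.01% Triton X-100); 50 uM arachidonic acid reacted 6 min. Fe-xylenol orange detection, 30 min, absorbance ratio 573/405 nm.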
* hit, by the source's call; i = inactive; ? = inconclusive; · = no result given; [ ] = another dose, or the depositor's remark. Unless noted, the call rests on the fitted dose curve; in most records, active means well fitted curve in the direction sought with a large enough effect; inconclusive means small, poorly fitted or top-dose-only effect, or another doubt; inactive means no such curve, though single readings can be large; an effect the other way counts as inactive or inconclusive.

SMILES	Hsp90 Hop PPI	HBB splice mod	Pol III holo inh	CRE-bla Fsk	BRCT PPI green	4-MU autofl	BRCT inh red	Epigenetic mod	A350 fluor	UbGFP stabilizer	15-hLO inh
COC(=O)C1=C(C)OC(N)=C(C#N)C1c1ccccc1 (configuration not stated)	-2%	·	-8%	-6%	-3.0%	i	0.4%	2%	i	6%	-8%
N#CCSCC(=O)Nc1ccccc1	4%	4.1%	-2%	-4%	-0.9%	i	-1.4%	3%	i	1%	3%
COc1ccc(CNC(=O)C2CCN(C(=O)[C@@H](CC(C)C)NC(=O)OC(C)(C)C)CC2)cc1	-4%	-0.9%[57.5 µM]	-7%	?	-1.0%	i	-1.8%	2%	i	-4%	5%
NS(=O)(=O)c1ccc(-n2nncc2C23CC4CC(CC(C4)C2)C3)cc1	0%	-1.0%[0.369 µM]	-10%	8%	-1.3%	i	-1.0%	-5%	?	·	4%
O=c1c(CCc2ccccc2)nc2cnc(Oc3ccccc3)nc2n1C[C@H]1CCCO1	16%	0.6%	-2%	13µM*	-3.1%	i	-1.3%	0%[9.22 µM]	i	1%	-23%
CCCC(=O)N1CCN(c2ccc(NC(=O)c3cc4ccccc4o3)cc2)CC1	-5%	1.2%	0%	-1%	0.9%	i	-1.3%	3%	i	3%	-11%
O=S(=O)(c1cccs1)n1nnc2ccccc21	1%	-3.1%	-2%	-4%	0.1%	·	0.8%	-4%	·	-9%	-21%
O=C(OCc1nnc(-c2ccccc2)o1)c1ccc(S(=O)(=O)NCc2ccco2)cc1	-3%	0.0%[57.5 µM]	-5%	10%	-0.3%	i	-1.9%	-1%	i	0%	-19%
CCc1ccc2nc(NC(=O)CSCc3c(C)noc3C)sc2c1	-2%	0.1%[57.5 µM]	-3%	-4%	2.5%	i	-1.8%	4%	i	0%	-25%
O=C(CSc1nnnn1C1CCCCC1)N1CCc2ccccc21	0%	-4.1%	0%	-16%	-2.7%	i	-0.4%	0%	?	-4%	6%
O=C(NCC(c1cccnc1)N1CCN(c2ccc(F)cc2)CC1)c1cccc(Cl)c1 (configuration not stated)	?	-0.1%	-6%	?	0.7%	i	-1.1%	-2%	i	-12%	16%
CCOc1ccc(OCc2cccc(C(=O)O)c2)cc1	-1%	-0.6%	1%	-7%	-1.5%	i	-1.0%	0%	i	0%	7%
N#CCSc1nc(-c2ccccc2)cs1	-1%	-0.9%	0%	?	0.7%	i	-1.3%	0%	?	-10%	-8%
c1cc(OCC2CO2)cc(OCC2CO2)c1 (configuration not stated)	-4%	-0.6%	10%	-4%	0.3%	·	-2.1%	·	·	·	-4%
COC(=O)[C@@H](NC(=O)Nc1ccc2c(c1)OCCO2)C(C)C	-2%	2.7%[0.369 µM]	8%	3%	0.2%	i	-0.4%	5%	i	3%	2%
Cc1nc(NCc2ccccc2)[nH]c(=O)c1CCC(C)C	-1%	-1.9%	-15%	-15%	2.6%	i	-1.6%	2%	i	10%	-7%
CCCCCN(C(=O)NC(=O)Nc1ccccc1OC)S(C)(=O)=O	?	-6.3%	-8%	-13%	0.4%	i	-1.9%	1%	i	-5%	-16%
O/N=C1\CCCc2oc3c(c21)CCCC3	-9%	0.7%[9.22 µM]	-6%	?	-1.2%	·	-0.9%	-4%	·	25%	-6%
CCOC(=O)c1[nH]nc2c1C(=O)N(CC)C2=O	-5%	-1.6%	2%	?	-2.5%	?	-9.2%	-4%	?	-1%	-20%
CCOc1cc(C#N)c(NC(=O)CSc2nnnn2-c2ccc(OC)cc2)cc1OCC	?	-0.8%	1%	16%	-1.1%	i	-1.9%	2%	i	0%	2%
CCCC(=O)N1CCN(c2ccc(NC(=O)c3cc4ccccc4o3)cc2Cl)CC1	-1%	-1.8%	-7%	?	-1.4%	?	0.3%	0%	?	1%	-24%
CC(C)(C)c1ccc(Cn2nnc3c(=O)[nH]c(C4CCN(C(=O)Cc5cccs5)CC4)nc32)cc1	-11%	0.2%[57.5 µM]	1%	26%	1.9%	i	-3.0%	-3%	i	0%	?
Cc1cc(N2CCOCC2)c2c(N)c(Br)cc(C)c2n1	4%[11 µM]	-3.3%[0.0738 µM]	4%[11.4 µM]	0.79µM*	-1.7%	·	-0.9%	2%	·	6%[9.17 µM]	0%[11.4 µM]
Cc1cc(NC(=O)CN2CCCCC2C)nc2c1c(=O)oc1ccccc12 (configuration not stated)	0%	0.0%	-5%	15%	-2.0%	·	-1.1%	·	·	-3%	-28%
C=CCN=C1SCC(=O)N1S(=O)(=O)c1ccccc1	2%	·	-6%	-1%	1.2%	i	-1.0%	0%	i	-7%	12%
C[N+](C)(C)c1nc(N)nc2c1ncn2[C@H]1O[C@@H](CO)[C@@H](O)[C@H]1O	-1%[11 µM]	1.5%[9.22 µM]	-6%[11.4 µM]	4%[7.6 µM]	-1.4%[15.4 µM]	i	0.8%[15.4 µM]	-3%[9.22 µM]	i	-2%[9.17 µM]	20%[11.4 µM]
CCOC(=O)c1ccc(NC(=O)C2=C(C)Nc3nc(CCCO)nn3C2c2cccc(C)c2)cc1 (configuration not stated)	-3%	-0.5%	-3%	2%	-1.8%	·	1.0%	0%	·	2%	-12%
O=C1NC(c2ccccc2Cl)Nc2ccccc21 (configuration not stated)	-1%	·	-8%	-4%	0.4%	1.1e-06M*	-2.3%	-2%	7.9e-07M*	0%	3%
CCNc1ccc2c(Cl)cc(=O)oc2c1	21%	·	-5%	?	-3.3%	1.6e-07M*	-10.0%	2%	1.3e-07M*	0%	-2%
CCCS(=O)(=O)N1CCN(C(=O)CCC2CCCC2)CC1	-1%	1.0%	-4%	?	-0.5%	i	-0.4%	-5%	i	-7%	6%
CC(=O)N1CCC2(CC1)CN(c1ccccn1)C2	-1%	2.6%	-5%	-9%	-1.1%	i	0.7%	-4%[9.22 µM]	i	-12%	9%
Fc1cccc(-n2c(-c3ccco3)nc3nc4ccccc4nc32)c1	-7%	-1.6%[0.369 µM]	-4%	-10%	10%	2e-06M*	0.6%	7%	2.7e-06M*	·	?
CCN(CC)S(=O)(=O)c1ccc(-c2nnco2)cc1	-4%	1.0%	-3%	-4%	-1.2%	i	-0.1%	4%	i	1%	2%
COc1ccc(NC(=O)N2CCCC3(CCN(C(=O)c4csnn4)CC3)C2)cc1	1%	1.4%	5%	2%	-5.8%	i	-0.9%	-2%[9.22 µM]	i	16%	7%
O=C(Nc1cccc(C(=O)N2CCOCC2)c1)NC1CCCCC1	-1%	0.4%	-6%	3%	-2.0%	i	0.4%	-1%	i	6%	0%
COCCNC(=O)CN(Cc1ccc2c(c1)OCO2)C(=O)CCC(=O)Nc1nccs1	-6%	·	0%	-6%	-0.5%	2.6e-08M*	-1.7%	3%	2.3e-08M*	10%	2%
CC(C)c1ccccc1NC(=O)c1cnccn1	-2%	-1.1%	-2%	-4%	0.0%	i	-2.5%	2%	i	-4%	-6%
CCCn1c(-c2ccc(F)cc2)nc2c(NCCCN3CCCCC3C)nc(C)nc21 (configuration not stated)	-3%	0.3%	-6%	8%	-0.6%	·	0.3%	·	·	-2%	-11%
CCC(=O)OCC(=O)[C@@]1(OC(=O)CC)[C@H](C)C[C@@H]2[C@@H]3[C@H]([C@@H](O)C[C@@]21C)[C@]1(C)C=CC(=O)C=C1C[C@@H]3Cl	-7%[26 µM]	-2.8%[20.6 µM]	2%[25.6 µM]	-5%[17.1 µM]	-0.7%[34.4 µM]	i	0.7%[34.4 µM]	0%[20.6 µM]	i	1%[20.5 µM]	9%[25.6 µM]
COc1cccc(N2CCN(C3CCCC(C)C3)CC2)c1 (configuration not stated)	-4%	-0.3%	0%	-3%	-1.0%	i	0.3%	2%	i	4%	8%
COc1ccc(CN(C(=O)c2snc(C(N)=O)c2N)C(C(=O)NC(C)(C)C)c2ccco2)cc1 (configuration not stated)	-3%	0.7%	-3%	-6%	0.6%	1.6e-07M*	1.0%	-2%	2.3e-07M*	0%	-10%
